Screening results: PubChem BioAssay, several laboratories
Bcl-W Bim block: inhibitors of Bim-Bcl-W interaction, human | 190,000 tested, 0.02% active | inhibition, % at 10 µM | Q92843 | bead-based flow cytometry, Bim peptide-Bcl-W binding;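 also: 0% = bound tracer without compound and 100% = peptide blocker; higher means less fluorescent Bim peptide bound to Bcl-W beads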
Target sequence (Q92843 whole entry, looked up): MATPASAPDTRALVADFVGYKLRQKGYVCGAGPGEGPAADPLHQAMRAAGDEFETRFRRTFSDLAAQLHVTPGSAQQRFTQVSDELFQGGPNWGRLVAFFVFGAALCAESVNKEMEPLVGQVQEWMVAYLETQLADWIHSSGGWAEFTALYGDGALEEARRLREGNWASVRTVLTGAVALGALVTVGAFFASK
Bfl-1 Bim block: disrupts Bim binding to human Bfl-1; 190,000 tested, 0.12% active; inhibition, % at 10 µM; Bead-based flow cytometry, Bim-Bfl-1 binding inhibition; Q16548;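 also: 0% = wells without compound plus tracer and 100% = blocker peptide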
GSH bead fluor: GSH bead compound fluorescence profile. fluorescence (KMESF) at 10 µM. AID 1776. GSH beads flow cytometry, compound fluorescence 488/530 nm; hits give high values. 190,000 tested, 0.25% active; in the data active = fluorescence above about 89;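 also: glutathione beads carrying GST-tagged Bcl family fusion proteins plus one bare bead set; values are compound well signal with DMSO vehicle wells as background; inactives centre near 16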
RGS4-Gao reg: human RGS4-Galphao interaction regulation. Multiplexed bead flow cytometry, RGS4-Galphao binding; actives lie on both sides. binding response (% of control), % at 10 µM. 220,000 tested, 0.33% active. AID 1415; in the data active = binding response below about 49% or above about 150%; inactive = in between;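 also: fluorescent Galphao activated with aluminum fluoride binding bead-coupled RGS4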
RGS7-Gao: modulates binding of RGS7 to human Galphao | Multiplexed bead flow cytometry; actives lie on both sides | binding response (% of control), % at 10 µM | 220,000 tested, 0.35% active; in the data active = binding response below about 49% or above about 150%; inconclusive = no clear call, values can overlap the other calls; inactive = in between;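 also: fluorescent Galphao held in activated GDP-AlF4 state binding bead-coupled RGS7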
Mcl1 Bid PPI: Mcl-1/Bid interaction inhibition; 220,000 tested, 0.97% active; TR-FRET Mcl-1/Bid-Dy647 peptide binding, 1536-well; AID 1021; inhibition, % at 21.7 µM;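 active = compounds that cut the binding signal by more than half at the single screening dose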;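 also: His-tagged Mcl-1 with europium anti-His antibody binding Bid BH3 peptide; 0% = Mcl-1 plus peptide wells and 100% = peptide-only wells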
Target sequence (Q07820 whole entry, looked up): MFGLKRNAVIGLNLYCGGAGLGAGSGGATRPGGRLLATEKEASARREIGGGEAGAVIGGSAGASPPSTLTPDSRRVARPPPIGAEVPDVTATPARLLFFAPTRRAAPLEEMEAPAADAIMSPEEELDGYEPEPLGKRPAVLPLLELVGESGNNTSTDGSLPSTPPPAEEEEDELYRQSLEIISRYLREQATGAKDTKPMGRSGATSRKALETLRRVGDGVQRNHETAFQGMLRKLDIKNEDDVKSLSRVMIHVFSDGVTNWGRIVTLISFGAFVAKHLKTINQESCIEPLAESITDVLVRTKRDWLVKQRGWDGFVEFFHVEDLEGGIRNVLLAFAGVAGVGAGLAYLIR
Bim-Bcl-2: inhibitors of Bim-Bcl-2 interaction, human; Bead-based flow cytometry, Bim peptide-Bcl-2 binding; inhibition, % at 10 µM; 190,000 tested, 0.06% active; in the data active = inhibition above about 40%; inconclusive = no clear call, values can overlap the other calls;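 also: 0% = no compound wells with probe peptide and 100% = reference peptide inhibitor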
Mcl-1 Bim block: inhibitors of Bim-Mcl-1 interaction, human; Q07820; inhibition, % at 10 µM; 190,000 tested, 0.1% active; Bead-based flow cytometry, Bim peptide-Mcl-1 binding;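 also: 0% = no compound tracer wells and 100% = peptide blocker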
Bcl-B Bim block: disrupts Bim peptide binding to human Bcl-B. Q9HD36. bead-based flow cytometry. inhibition, % at 10 µM. 190,000 tested, 0.073% active;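 also: 0% = tracer peptide without compound and 100% = reference inhibitor peptide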
Target sequence (Q9HD36 whole entry, looked up): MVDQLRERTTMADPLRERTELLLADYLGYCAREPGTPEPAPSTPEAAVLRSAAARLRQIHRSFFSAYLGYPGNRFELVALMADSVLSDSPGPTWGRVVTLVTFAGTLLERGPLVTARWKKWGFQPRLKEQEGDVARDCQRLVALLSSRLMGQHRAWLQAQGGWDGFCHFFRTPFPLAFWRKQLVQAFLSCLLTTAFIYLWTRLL
Bcl-XL Bim block: disrupts Bim peptide binding to human Bcl-XL; Q07817; bead flow cytometry, fluorescence; inhibition, % at 10 µM; 190,000 tested, 0.04% active
Target sequence (Q07817 whole entry, looked up): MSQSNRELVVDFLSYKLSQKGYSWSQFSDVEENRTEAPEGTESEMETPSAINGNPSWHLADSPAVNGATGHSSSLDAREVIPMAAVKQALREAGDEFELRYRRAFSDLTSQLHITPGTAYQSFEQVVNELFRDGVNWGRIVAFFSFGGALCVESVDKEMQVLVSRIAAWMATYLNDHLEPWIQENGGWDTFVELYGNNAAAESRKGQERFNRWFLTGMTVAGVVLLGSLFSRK
RGS8-Gao reg: human RGS8-Galphao interaction regulation. 220,000 tested, 0.34% active. multiplexed bead flow cytometry, RGS8-Galphao binding; actives lie on both sides. P09471. AID 1423. response (percent of control binding), % at 10 µM; in the data active = response below about 60% or above about 140%; inactive = in between;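 also: Galphao activated as the GDP aluminium fluoride complex binding bead-coupled RGS8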
Active calls of the source: *; ? = inconclusive; nt = no result given; & = joins results of further samples; [ ] = another dose, or the depositor's remark. Rule as the data show it, unless noted: active = inhibition above about 40%.

SMILES	Bcl-W Bim block	Bfl-1 Bim block	GSH bead fluor	RGS4-Gao reg	RGS7-Gao	Mcl1 Bid PPI	Bim-Bcl-2	Mcl-1 Bim block	Bcl-B Bim block	Bcl-XL Bim block	RGS8-Gao reg
CCOC(=O)c1sc(N)c(C#N)c1CSc1nc2ccc(OCC)cc2[nH]1	-4.0	-13.0	48	98.6	92.8	-25.2	-12.0	-3.0	-9.0	-1.0	102.1
Cc1ccc(/C=N/N=C2/NC(=O)CS2)o1	0.0	-3.0	11	100.0	97.5	-27.4	-1.0	-3.0	-4.0	-2.0	102.3
COc1cccc(C2/C(=C(\O)c3ccc4c(c3)OCCO4)C(=O)C(=O)N2CCN(C)C)c1 (stereo not drawn)	-4.0	-24.0	26	95.7	95.5	-10.5	-19.0	-12.0	-14.0	-16.0	97.1
CN1C(=O)C(O)(CC(=O)c2ccccc2O)c2cc(Br)ccc21 (stereo not drawn)	1.0	5.0	26	116.7	111.7	-7.1&0.5	1.0	1.0	1.0	3.0	147.5*[activator]
CCOc1ccc(CCNC(=O)COC(=O)/C=C/c2ccc(OCC#N)c(OC)c2)cc1OCC	-3.0	-2.0	10	100.7	98.4	2.8	0.0	-4.0	-6.0	-4.0	102.3
COc1cccc(N2CCN(C3CC(=O)N(c4ccc(Cl)c(Cl)c4)C3=O)CC2)c1 (stereo not drawn)	-1.0	-1.0	13	98.1	99.2	58.9*	-1.0	-1.0	-1.0	-1.0	100.4
CC(=O)Nc1ccc(-c2cn3cc(C)ccc3n2)cc1	-3.0	-10.0	12	102.1	105.1	-38.1	-5.0	-4.0	-8.0	-9.0	108.4
CC(/C=C/c1ccccc1)=N\NC(=O)c1ccncc1	0.0	-16.0	32	100.9	102.5	-0.3	-9.0	0.0	-9.0	2.0	100.6
COc1ccc(CC(=O)Nc2cccc(SC)c2)cc1OC	0.0	-1.0	63	103.5	101.1	-25.1	-2.0	-1.0	2.0	-2.0	102.5
COC(=O)Cc1nnc(NC(=O)c2ccccc2)s1	3.0	-10.0	8	102.8	101.7	-38.5	4.0	7.0	0.0	-2.0	101.5
CCOC(=O)c1cc(CC)sc1NC(=O)c1cc([N+](=O)[O-])ccc1N1CCOCC1	-1.0	-16.0	35	100.9	97.8	-36.1	-7.0	-6.0	-13.0	-11.0	100.3
Cc1nc2ccccc2c(=O)[nH]1	0.0	4.0	65	100.1	100.9	-39.4	0.0	0.0	0.0	0.0	90.3
CCOC(=O)c1c(-c2ccccc2)csc1NC(=O)c1cc(S(=O)(=O)N2CCOCC2)ccc1C	-6.0	-12.0	18	98.5	97.8	-57.7	-9.0	-16.0	-17.0	-7.0	94.9
Cn1c2c(c(=O)n(C)c1=O)C1c3ccccc3OCC1C(C)(C)O2 (stereo not drawn)	-4.0	-8.0	16	100.2	96.7	-2.3	-1.0	-1.0	-8.0	-6.0	96.7
CCOC(=O)C1CCN(CC(=O)N2C(C)CCCC2C)CC1 (stereo not drawn)	-1.0	-3.0	8	76.0	90.3	64.8*	-1.0	-1.0	-2.0	2.0	95.7
CCOC(=O)C1=C(Cc2ccc(F)cc2)C(=O)c2ccccc2C1=O	1.0	9.0	30	92.9	89.4	-3.6	0.0	0.0	-4.0	-3.0	90.1
CC(C)COC(=O)Nc1nnc(SCc2ccccc2F)s1	1.0	-1.0	14	100.2	97.2	-7.4	1.0	0.0	0.0	1.0	99.0
CCN1CCN(C(=O)c2cc3c(=O)n(C)c4ccccc4c3n2C)CC1	3.0	-10.0	21	99.9	102.5	-36.8	-2.0	1.0	-4.0	-2.0	100.3
CCc1ccc(OCC(=O)NCc2ccco2)c(Br)c1	0.0	0.0	18	97.9	98.0	3.8	2.0	-2.0	-1.0	0.0	98.7
Cc1cc(C(=O)CSc2nc(N)cc(=O)[nH]2)c(C)n1CCc1ccc(Cl)cc1	1.0	-7.0	10	98.8	99.8	-13.7	-7.0	-3.0	-4.0	-4.0	100.8
O=C(CSc1n[nH]c(=O)[nH]c1=O)N/N=C/c1ccccc1O	-4.0	-15.0	11	92.4	89.8	-33.2	-8.0	-1.0	-6.0	-4.0	91.8
O=C(N/N=C/c1ccccc1Br)C1CC1	0.0	3.0	14	95.4	?	-6.2	2.0	0.0	0.0	1.0	97.5
O=C(NCCCn1ccnc1)Nc1ccc(Cl)cc1	0.0	-2.0	16	102.8	102.5	-14.9	-1.0	0.0	-1.0	0.0	102.9
OCCC1CN(Cc2cccc(-c3ccco3)c2)CCN1Cc1ccsc1 (stereo not drawn)	0.0	-4.0	12	102.9	98.8	-45.8	0.0	3.0	0.0	2.0	101.7
CC(C)(C)N1C(=O)c2ccc(C(=O)O)cc2C1=O	0.0	0.0	16	101.6	101.6	11.4	-1.0	-4.0	-3.0	0.0	104.7

The closing 2 compounds of the part above open the next one.
SMILES	Bcl-W Bim block	Bfl-1 Bim block	GSH bead fluor	RGS4-Gao reg	RGS7-Gao	Mcl1 Bid PPI	Bim-Bcl-2	Mcl-1 Bim block	Bcl-B Bim block	Bcl-XL Bim block	RGS8-Gao reg
OCCC1CN(Cc2cccc(-c3ccco3)c2)CCN1Cc1ccsc1 (stereo not drawn)	0.0	-4.0	12	102.9	98.8	-45.8	0.0	3.0	0.0	2.0	101.7
CC(C)(C)N1C(=O)c2ccc(C(=O)O)cc2C1=O	0.0	0.0	16	101.6	101.6	11.4	-1.0	-4.0	-3.0	0.0	104.7
N#Cc1c(C(F)(F)F)cc(=O)[nH]c1SCC(=O)O	-1.0	5.0	13	100.2	?	13.2	6.0	3.0	4.0	-2.0	100.2
Cc1ccc(OCCOC(=O)Nc2ccccc2)cc1	2.0	1.0	10	98.6	96.5	-3.2	-4.0	15.0	-18.0	15.0	100.5
COc1cccc(C(=O)C2CCCN(C(=O)CCc3scnc3C)C2)c1 (stereo not drawn)	-2.0	-5.0	13	105.5	101.6	-54.2	-3.0	-3.0	-3.0	-1.0	103.8
COc1ccc(OC)c(/C=N/NC(=O)c2ccc(Cn3cc([N+](=O)[O-])cn3)o2)c1	0.0	0.0	3	100.9	102.7	-6.9	-1.0	-2.0	-1.0	4.0	98.8
Cc1ccc(S(=O)(=O)NNC(=O)c2snnc2C)cc1	-1.0	-9.0	32	106.1	102.3	-3.7	-7.0	-2.0	-8.0	-9.0	108.0
CCn1nc(C)c(NC(=O)/C=C/c2cnn(C)c2)c1C	-1.0	-10.0	43	84.7	83.6	-40.0	-6.0	-2.0	-10.0	-10.0	93.2
COC(=O)Cn1cnc2ccccc2c1=O	-1.0	2.0	22	105.6	100.7	-7.7	-3.0	0.0	3.0	-3.0	98.9
O=C(CN1C(=O)C2CC=CCC2C1=O)Nc1nc2ccc(F)cc2s1 (stereo not drawn)	1.0	-4.0	13	97.2	?	-23.3	0.0	-1.0	0.0	-2.0	98.1
COc1cc(C2SCC(=O)N2CCN2CCCCC2)ccc1O (stereo not drawn)	2.0	-1.0	12	100.5	99.8	-4.6	0.0	-1.0	-1.0	0.0	101.4
COc1ccc(/C=N/NC(=O)CNC(=O)COc2ccccc2)cc1	-4.0	5.0	13	103.5	99.2	-11.5	1.0	-4.0	-3.0	-2.0	91.2
COc1c2ccccc2c(OC)c2ccccc12	-1.0	-5.0	13	100.2	96.6	7.1	0.0	0.0	-4.0	-2.0	98.0
O=c1[nH]ncc2c3ccccc3n(Cc3ccc(F)cc3)c12	1.0	-1.0	10	95.3	98.2	0.2	-2.0	-3.0	-4.0	-2.0	100.8
CC(=O)C1=C(O)C(=O)N(Cc2ccco2)C1c1ccc2c(c1)OCO2 (stereo not drawn)	0.0	-5.0	50	86.6	86.3	-29.5	0.0	1.0	-1.0	-2.0	95.0
Cc1cccn2cc(-c3c[nH]c4ccccc34)nc12	4.0	-6.0	14	103.9	?	-31.3	-6.0	-1.0	-3.0	2.0	103.4
O=C(COC(=O)/C=C/c1ccc(F)cc1)NCc1ccco1	-1.0	-5.0	14	100.0	98.5	-11.2	0.0	0.0	-2.0	-2.0	100.5
COC(=O)c1ccccc1NC(=O)C(=O)NCc1ccncc1	-1.0	-5.0	15	100.7	?	-23.4	-5.0	0.0	-1.0	0.0	100.3
Cn1c(=O)c2c(nc(CN3CCOCC3)n2CCc2ccccc2)n(C)c1=O	2.0	0.0	5	99.9	97.8	-15.7	1.0	3.0	1.0	-1.0	101.8
CC(C)N(C)NC(=S)Nc1ccccc1	nt	nt	332*	92.7	93.5	-29.0	?	nt	nt	nt	95.8
COC(=O)c1ccccc1NC(=O)Cn1c(=O)oc2ccc(Cl)cc21	0.0	-13.0	23	100.7	102.3	-0.5	-4.0	0.0	-4.0	0.0	98.2
COc1c(C)cc(Br)cc1C(=O)Nc1ccccc1N1CCN(C(=O)c2ccccc2)CC1	1.0	-5.0	9	97.9	98.0	-21.3	-2.0	-2.0	0.0	-4.0	98.6
O=c1ccn(-c2cccc(C(F)(F)F)c2)nc1-c1ccn(-c2cccc(Cl)c2)n1	-2.0	-2.0	20	102.1	100.9	4.5	-1.0	-2.0	-1.0	-7.0	100.8
CCOC(=O)NC(c1ccccc1)C1CCCCC1=O (stereo not drawn)	-2.0	-6.0	32	109.9	105.2	2.9	-1.0	0.0	-5.0	0.0	105.7
Cc1cccc(NC(=O)N2CCCC2C(=O)NCc2cccs2)c1 (stereo not drawn)	1.0	-7.0	52	101.8	99.5	-18.1	-8.0	0.0	0.0	14.0	101.8
COc1ccc(N=C2S/C(=C\c3ccc(OCC(=O)O)cc3)C(=O)N2CCc2c[nH]c3ccccc23)cc1	-1.0	-1.0	27	96.4	95.7	48.8	-10.0	-10.0	-19.0	-2.0	99.7
O=C(COc1ccccc1)N1CCN(C(=O)c2ccco2)CC1	2.0	-10.0	12	99.5	95.2	-18.7	-11.0	0.0	-11.0	-2.0	100.5
More compounds:
SMILES	Bcl-W Bim block	Bfl-1 Bim block	GSH bead fluor	RGS4-Gao reg	RGS7-Gao	Mcl1 Bid PPI	Bim-Bcl-2	Mcl-1 Bim block	Bcl-B Bim block	Bcl-XL Bim block	RGS8-Gao reg
CC(C)(C)c1ccc(/C=C/C(=O)N2CCN(c3ncccn3)CC2)cc1	-2.0	-8.0	11	104.1	100.5	-16.4	-5.0	0.0	-5.0	-7.0	101.8
CCN(CC)C(=O)C[n+]1ccc(C(N)=O)cc1	-3.0	-4.0	12	101.4	103.1	-10.6	2.0	2.0	-3.0	0.0	98.4
COc1ccc(C(=O)Nc2ccc(Cc3ccncc3)cc2)cc1Br	2.0	-4.0	18	103.6	105.5	-13.2	0.0	-3.0	-1.0	-4.0	102.1
CCOCC(=O)N1CCN(c2ccc([N+](=O)[O-])cc2)CC1	7.0	11.0	12	93.5	96.2	-18.1	11.0	5.0	8.0	8.0	90.4
Cn1c(SCC(=O)Nc2cccc(F)c2)nnc1-c1cccnc1	2.0	-8.0	25	103.5	107.7	1.6	-6.0	0.0	-4.0	-2.0	102.8
CN(C)CCCn1c(SCC(=O)Nc2sc3c(c2C#N)CCCC3)nnc1-c1ccncc1	0.0	0.0	9	112.2	108.0	1.6	0.0	-3.0	-6.0	-1.0	131.4
O=C(CSc1nnc(-c2ccccc2Br)o1)Nc1cccc2ccccc12	-4.0	-22.0	32	96.2	92.1	2.6	-15.0	-3.0	-10.0	-9.0	96.2
